# Shiga toxin inh: blocks Shiga toxin action in Vero cells. AID 2315. actives 9.2% (n = 290,000). Vero cells, Shiga toxin protein synthesis inhibition reporter. inhibition, % at 38.7 µM; in the data active = inhibition mostly above about 28%, no sharp cut-off; inactive = mostly below about 43%; note: 0% is about no effect
# Pf growth 48h: inhibits P. falciparum growth in the first generation, 48 h. P. falciparum luciferase growth in erythrocytes, 48 h. actives 5.9% (n = 310,000). Potency, µM (titrated, usually from 28.7 µM), without a hit: top-dose activity change, negative = inhibition, most hits filed as inhibitors. AID 504832; note: potency is the fitted concentration of half-maximal effect; % is set by controls: 0 for no effect and ±100 for the full control effect
#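 A one-generation exposure of luciferase-tagged malaria parasites in RPMI 1640/Albumax erythrocyte culture, 37 C and 5% CO2. Inhibition is inferred from decreased luminescence after adding detection reagent.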
# CHX counter: counter-screen hit for Shiga toxin inhibitors, cycloheximide | cell reporter, cycloheximide protein synthesis inhibition counterscreen | AID 2314 | actives 12% (n = 300,000) | max response, %; in the data active = max response mostly above about 13%, no sharp cut-off; inactive = mostly below about 14%; note: read at 38.3 µM for the half of the compounds with a filed dose; 0% is about no effect
# Pf growth 96h: P. falciparum growth inhibition at 96 hour, primary screen for plastid delayed-death inhibitors; P. falciparum luciferase reporter growth, 96 h; actives 6.9% (n = 320,000); Potency, µM (top dose mostly 28.7 µM), for inactives: top-dose activity change, negative = inhibition, hits mostly inhibitors; note: potency is the fitted concentration of half-maximal effect; % is set by controls: 0 for no effect and ±100 for the full control effect
#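 Parasite growth measured via integrated firefly luciferase reporter in P. falciparum. Infected erythrocytes at 2% hematocrit, 0.05% parasitemia final were treated 96 hours at 37 C under 5% CO2, and luminescence was read.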
# Giardia FBPA inh: inhibitors of Giardia lamblia fructose-1,6-bisphosphate aldolase. A8B2U2. AID 2451. actives 0.71% (n = 290,000). Potency, µM (series often up to 59.6 µM), inactives show at the top dose activity, negative = inhibition, most hits filed as inhibitors. purified Giardia FBPA; note: potency is the fitted concentration of half-maximal effect; % is set by controls: 0 for no effect and ±100 for the full control effect; nearly all actives have a fitted effect of over 55% in size
# Target sequence (A8B2U2 whole entry, looked up): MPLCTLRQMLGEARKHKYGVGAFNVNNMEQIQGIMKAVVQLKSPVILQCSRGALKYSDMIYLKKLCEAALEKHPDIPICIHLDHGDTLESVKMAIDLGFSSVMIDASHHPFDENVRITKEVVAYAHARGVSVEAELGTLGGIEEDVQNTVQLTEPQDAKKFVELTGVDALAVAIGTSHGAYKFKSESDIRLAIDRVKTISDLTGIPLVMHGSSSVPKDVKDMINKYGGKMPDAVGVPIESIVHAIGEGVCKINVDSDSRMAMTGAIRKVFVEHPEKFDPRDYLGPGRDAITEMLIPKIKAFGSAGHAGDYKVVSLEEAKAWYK
#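 40 nM FBPA preincubated 10 min at RT with compound (up to 57.5 uM final), then substrate plus GAPDH/TPI/NAD/arsenate coupling and diaphorase/resazurin added. Fluorescence read after 20 min at RT, 525/598 nm.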
# Sm TGR block: inhibitors of Schistosoma mansoni thioredoxin glutathione reductase; Q962Y6; purified TGR, DTNB reduction, TNB absorbance 405 nm; Potency, µM (series often up to 114 µM), inactives show at the top dose activity change, negative = inhibition, most hits filed as inhibitors; actives 3% (n = 360,000); AID 485364; note: potency is the fitted concentration of half-maximal effect; % is set by controls: 0 for no effect and ±100 for the full control effect; nearly all actives have a fitted effect of over 60% in size
#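 First, TGR (20 nM dispensed) and NADPH were mixed with compound. Second, a 15 min room-temperature incubation followed. Third, further NADPH and then DTNB were added to start the reaction. Finally, TNB absorbance was monitored kinetically.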
# Starred values were filed as active, the others as inactive; ? = inconclusive; . = not tested or not shown; & = joins results of further samples; [ ] = dose if it differs, or a comment. Unless noted, calls come from the whole dose curve; as a rule, active = well fitted curve in the direction sought with a large enough effect; inconclusive = small, poorly fitted or top-dose-only effect, or another doubt; inactive = no such curve, though single readings can be large; an effect the other way counts as inactive or inconclusive.
SMILES,Sm TGR block,Giardia FBPA inh,CHX counter,Pf growth 96h,Shiga toxin inh,Pf growth 48h
CC(C)c1cc(C(N)=O)c(NC(=O)c2cccc(COc3ccc(Br)cc3)c2)s1,-1%,-5%,142*,.,199*,?
Cc1onc(-c2c(F)cccc2Cl)c1C(=O)ONC(=O)c1ccccc1,-3%,3%,4,18%,4,32%[activator]
COc1ccc2c(Cl)c(C(N)=O)sc2c1,0%,-9%,20*,.,10,39%[activator]
O=C(CN1c2ccccc2Sc2ccccc21)NNC(=S)Nc1ccc(Cl)cc1Cl,10%,6%,-4,117%[activator],6,18%
Cc1nc(SCC(=O)N(C)C2(C#N)CCCCC2)c2ccccc2n1,-7%,.,.,?,.,?
COC(=O)N/N=C/c1c(C)c(C(=O)c2ccc(F)cc2)n2ccccc12,2%,-7%,-3,?,-11,-20%
O=C(Nc1ccc(Br)cc1F)c1ccc2nsnc2c1,0%,-4%,33*,26%,62*,134%[activator]
COc1cccc(N2CCc3c(C)nc4ccc(Cl)cc4c32)c1,1%,12%,-4,12µM*,-11,13µM*
COc1cccc(CNC(=O)C(=O)NCC2CCCO2)c1 (configuration not stated),0%,2%,0,-29%,19,29%
CC(=O)Nc1cccc(-c2nnc(SCC(=O)N3CCCCC3)n2C)c1,-23%,0%,5,0%,11,35%[activator]
CCC1CCCCN1P(=O)(c1ccc(C)o1)C(C)(C)C (configuration not stated),-11%,-2%,8,1%,20,-23%
Cc1nn(C)c(Oc2ccccc2)c1CCNS(=O)(=O)c1ccc(Cl)cc1,4%,-2%,-2,?,16,?
O=C(CCC1CCCC1)N1CCN(C(=O)c2cccnc2)CC1,-18%,4%,0,-22%,13,-15%
O=C(CN1CCN(C(c2ccccc2)c2ccccc2)CC1)NCc1ccccc1,-1%[57.1 µM],0%,-4,?,-16,?
CC(C)CNC(=O)c1ccccc1NC(=O)CN(c1ccccc1)S(=O)(=O)N(C)C,14%,-4%,0,-1%,-8,10µM*

# Retrieved by structure from the entries so far, 6 records:
SMILES,Sm TGR block,Giardia FBPA inh,CHX counter,Pf growth 96h,Shiga toxin inh,Pf growth 48h
Cc1onc(-c2c(F)cccc2Cl)c1C(=O)ONC(=O)c1ccccc1,-3%,3%,4,18%,4,32%[activator]
CC(=O)Nc1cccc(-c2nnc(SCC(=O)N3CCCCC3)n2C)c1,-23%,0%,5,0%,11,35%[activator]
O=C(Nc1ccc(Br)cc1F)c1ccc2nsnc2c1,0%,-4%,33*,26%,62*,134%[activator]
O=C(CCC1CCCC1)N1CCN(C(=O)c2cccnc2)CC1,-18%,4%,0,-22%,13,-15%
CC(C)CNC(=O)c1ccccc1NC(=O)CN(c1ccccc1)S(=O)(=O)N(C)C,14%,-4%,0,-1%,-8,10µM*
O=C(CN1CCN(C(c2ccccc2)c2ccccc2)CC1)NCc1ccccc1,-1%[57.1 µM],0%,-4,?,-16,?

# More structures
SMILES,Sm TGR block,Giardia FBPA inh,CHX counter,Pf growth 96h,Shiga toxin inh,Pf growth 48h
C=C(C)n1c(=O)n(Cc2ccc(C)cc2)c2ccccc21,-4%,-10%,-2,123%[activator],3,-13%
C#CCOCCOCCOCCNc1nc(N2CCN(C(=O)CCCCCCCCCCNC(=O)[C@H](CO)n3cc(CCCCCN)nn3)CC2)nc(N2CCN(C(=O)CCCCCCCCCCNC(=O)[C@H](CCCN=C(N)N)n3cc(C[C@@H](C)CC)nn3)CC2)n1,45µM*,.,.,2.6µM*,.,3.3µM*
C[C@@H](O)CNC(C)(C)CC(=O)N[C@@H]1CCc2ccccc2N(Cc2ccc(-c3ccccc3-c3nn[nH]n3)cc2)C1=O,.,-5%,4,.,12,.
Cc1ccc(SCc2cc(=O)[nH]c(N3CCCCC3)n2)cc1,?,0%,-3,5.2µM*,-25,-9%
COc1ccc2c(C)cc(SC3CCOC3=O)nc2c1 (configuration not stated),1%,1%,-4,11%,-8,7%
CCc1nc(N2CCN(Cc3ccc4c(c3)OCO4)CC2)c2oc3ccccc3c2n1,-20%,-13%,2,?,-12,?
S=c1[nH]nc(-c2ccncc2)n1/N=C/c1ccccc1,-3%,6%,-2,?,-10,-6%
O=C(NNC(=S)NCC1CCCO1)c1cc(Br)ccc1Cl (configuration not stated),-3%,.,6,5%,-7,?
O=C(c1ccc(OC2CCN(C(=O)C3CC3)CC2)cc1)N(CCO)Cc1ccccc1,4%,7%,-2,13%,-10,-8%
O=C(Nc1cc(C(=O)Nc2ccc(S(=O)(=O)O)cc2)cc(C(=O)Nc2ccc(S(=O)(=O)O)cc2)c1)Nc1cc(C(=O)Nc2ccc(S(=O)(=O)O)cc2)cc(C(=O)Nc2ccc(S(=O)(=O)O)cc2)c1,.,9%,-7,.,-5,.
O=C(N/N=C/c1ccccc1OCc1ccccc1)c1cccnc1,-11%,2%,13*,44%[activator],8,3%
CCOC(=O)N1CCc2c(sc(NC(=O)CN3CCN(C)CC3)c2C(=O)Nc2ccccc2)C1,-3%,-11%,-4,40%[activator],-14,?
O=C(CN(Cc1ccc2c(c1)OCO2)C(=O)c1cnsn1)NC1CCCC1,1%,6%,-7,34%[activator],-19,6%
CCC(=O)Nc1ccc(N2CCN(C(=O)c3cccs3)CC2)cc1,.,0%,-2,13%,-8,2%
O=C(CCc1nc2ccccc2c(=O)[nH]1)Nc1cc(Cl)ccc1N1CCCCC1,0%,.,.,?,.,10µM*

# Reprinted from the part before: two entries, then new ones.
SMILES,Sm TGR block,Giardia FBPA inh,CHX counter,Pf growth 96h,Shiga toxin inh,Pf growth 48h
CCC(=O)Nc1ccc(N2CCN(C(=O)c3cccs3)CC2)cc1,.,0%,-2,13%,-8,2%
O=C(CCc1nc2ccccc2c(=O)[nH]1)Nc1cc(Cl)ccc1N1CCCCC1,0%,.,.,?,.,10µM*
COC(=O)CCC(=O)Nc1cccc(Cl)c1,-12%,-8%,-2,.,-4,?
O=C(Nc1ccc(N2CCOCC2)c(Cl)c1)c1ccco1,12%,-17%,34*,-119%,46,2%
Cc1ccc(S(=O)(=O)NCC(=O)N2CCc3ccccc3C2)cc1,1%,-5%,1,?,-7,?
Cc1cccc(CSCc2nnc(N)s2)c1,3%,7%,19*,34%[activator],39*,8%
N#C/C(=C/c1cccn1-c1cccc(C(=O)O)c1)c1ccc(Cl)cc1,-1%,25%,5,?,-10,17%
CC(CCc1ccccc1)NC(=O)C(C)OC(=O)c1ccco1 (configuration not stated),3%,.,.,-21%,.,?
O=c1c2ccccc2[nH]c(=S)n1Cc1cccs1,-9%,6%,-1,?,6,8%
Cc1cc(C)c2c(CN3CCC(C)CC3)cc(=O)oc2c1C,-6%,2%,-1,-26%,-4,?
COc1cc2c(cc1OC)C1CC(=O)C(CC(C)C)CN1CC2 (configuration not stated),0%,.,-2,-10%&16%,-3,0%&-23%
COc1ccc(C(CNC(=O)c2oc3c(Cl)cccc3c2C)N2CCCC2)cc1 (configuration not stated),0%,.,.,10µM*,.,?
CNS(=O)(=O)c1ccc2ccccc2c1,16%,0%,-3,40%[activator],-7,-20%
CC1CCC(C(C)C)C(OC(=O)C[n+]2cccc(C(N)=O)c2)C1 (configuration not stated),11%,1%,1,22%,-9,11%
CCN1CCN(c2ccc(S(=O)(=O)N3CCOCC3)cc2NC(=O)c2ccc(F)cc2Cl)CC1,10%,.,.,?,.,?
O=C(NCC(=O)N1CCN(C(=O)c2ccco2)CC1)c1ccc(Br)cc1,-23%,.,-4,-37%,-4,48%[activator]
Cc1ccc(S(=O)(=O)N[C@@H](CC(C)C)C(=O)NCc2ccco2)cc1,7%,-2%,-1,.,-2,12%
CC(N=Cc1cc([N+](=O)[O-])ccc1O)c1ccccc1 (configuration not stated),-5%,2%,3,20%,32,?
CN(C)c1ccc(N2C(=NC(=O)CC3CCCCC3)SC3CS(=O)(=O)CC32)cc1 (configuration not stated),-3%,.,-2,?,-9,-5%
CCN(C(=O)Cn1c([N+](=O)[O-])cnc1C)c1ccccc1,1%,-6%,-2,?,-3,-6%
CCc1nnc(NC(=O)CSc2ccc(-c3ccc(-n4cccn4)cc3)nn2)s1,-2%,.,.,138%[activator],.,44%[activator]
CC(C)(Oc1ccc(Cl)cc1)C(=O)Nc1ccc2oc(=O)ccc2c1,1%,-2%,-2,?,-9,?
COCCN(C(=O)COC(=O)C1CCC(C(C)(C)C)CC1)c1c(N)n(Cc2ccccc2)c(=O)[nH]c1=O (configuration not stated),0%,.,.,?,.,-25%
O=C(NCCCN1CCOCC1)c1ccc([N+](=O)[O-])cc1[N+](=O)[O-],1%,-8%,-4,19%,14,9%
CN(C)c1ccc(CNC(=O)C2CCN(S(=O)(=O)c3ccc4c(c3)CCCC(=O)N4)CC2)cc1,-15%,.,1,?,1,?
O=C(CN1C(=O)C2CC=CCC2C1=O)NC1=NCCS1 (configuration not stated),3%,-14%,-3,43%[activator],0,7%
CCCCC1(CC(=O)OCC)C(=O)N(c2ccccc2)N(c2ccccc2)C1=O,-22%,-3%,-2,15µM*,-4,?
O=C(CSc1ccc2nnc(CCNC(=O)c3ccccc3)n2n1)NCCc1ccccc1,-1%,.,-5,1%,-13,-4%
O=C(O)c1ccc(Nc2nc(-c3ccccc3)c3ccccc3n2)cc1,-6%,29%,-1,?,2,4%
NS(=O)(=O)c1ccc(N/N=C/C=C/c2ccccc2[N+](=O)[O-])cc1,-21%,-2%,37*,59%[activator],80*,60%[activator]
COc1ccccc1OC(C)C(=O)O (configuration not stated),0%,4%,-3,?,-22,27%
O=C(O)c1c2c(nc3ccc(S(=O)(=O)N4CCC(C(=O)NC5CCCC5)CC4)cc13)CCCCC2,-2%,17%,4,?,15,33%[activator]
CCN(C(=O)Cc1c(C(=O)O)n(C)c2ccccc12)c1cccc(C)c1,3%,5%,1,108%[activator],2,12%
O=C(CCCN1C(=O)/C(=C/c2ccccc2)SC1=S)Nc1ccc(C(=O)O)c(O)c1,-1%,.,-8,?,-3,-22%
O=C(c1ccc2nccnc2c1)N1CCN(Cc2ccc3c(c2)OCO3)CC1,-9%,-12%,0,-23%,-25,8%
Cc1ccc(S(=O)(=O)c2ccc(Cl)cc2)cc1S(=O)(=O)NC(C)C(=O)O (configuration not stated),-16%,9%,-2,9%,-7,-7%

# High-throughput results deposited in PubChem by National Center for Advancing Translational Sciences (NCATS).
